AmpC inh no detg – blocks E. coli AmpC beta-lactamase in detergent-free assay. Potency, µM (top dose mostly 57.1 µM), for the others: top-dose activity change, negative = inhibition, usual class: inhibitors. hit rate 0.52% among 330,000. AmpC nitrocefin hydrolysis, absorbance 480 nm, 0.0001% Triton;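 note: potency is the fitted concentration of half-maximal effect; plate controls were no compound for no effect and no enzyme for full effect; nearly all actives have a fitted effect of over 20% in size; some results filed as inactive show a strong effect at the top dose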
Target sequence (P00811 whole entry, looked up): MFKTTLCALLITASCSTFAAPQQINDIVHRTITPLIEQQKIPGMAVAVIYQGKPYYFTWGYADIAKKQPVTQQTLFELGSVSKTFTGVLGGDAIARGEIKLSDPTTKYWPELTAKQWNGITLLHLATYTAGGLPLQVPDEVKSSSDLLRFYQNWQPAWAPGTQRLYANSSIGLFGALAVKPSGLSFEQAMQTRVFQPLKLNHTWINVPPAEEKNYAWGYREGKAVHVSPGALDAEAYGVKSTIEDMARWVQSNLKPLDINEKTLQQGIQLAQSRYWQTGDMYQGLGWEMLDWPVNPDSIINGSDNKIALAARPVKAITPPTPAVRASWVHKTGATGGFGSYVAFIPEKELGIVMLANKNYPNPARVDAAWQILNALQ
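AmpC (5.3 nM in the dispensed reagent) in 20 mM phosphate pH 7.0 with 0.01% (detergent screen) or 0.0001% Triton X-100 was preincubated with compounds for 15 min at room temperature. Nitrocefin was then added from an 800 uM solution, and hydrolysis was followed at 480 nm.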
HCMV inh – inhibitors of human cytomegalovirus. HFF cells, HCMV-luciferase reporter, 72 h; active compounds read low. activity change, negative = inhibition, % at 57.5 µM. hit rate 4.5% among 410,000. AID 1259415; in the data active = activity change below about -60%; inconclusive = no clear call, values can overlap the other calls; inactive = above about -39%; note: % is set by controls: 0 for no effect and ±100 for the full control effect
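Cell-based, HFFs, 1000 cells/well, 16 h 37C; cpds in DMSO + HCMV-luc, MOI 1 PFU/cell; 72 h 37C; OneGlo luminescence after 5 min RT; norm. to buffer vs Salinomycin 10uM.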
AmpC inh detg – AmpC beta-lactamase inhibition with detergent present; P00811; hit rate 0.041% among 370,000; AmpC hydrolysis of nitrocefin, absorbance 480 nm, 0.01% Triton; AID 485294; Potency, µM (series often up to 114 µM), inactives show top-dose activity change, negative = inhibition, hits mostly inhibitors;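 note: potency is the fitted concentration of half-maximal effect; 0% = no-compound wells and -100% = no-enzyme wells; nearly all actives have a fitted effect of over 25% in size; some results filed as inactive show a strong effect at the top dose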
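AmpC (5.3 nM in the dispensed reagent) in 20 mM phosphate pH 7.0 with 0.01% (detergent screen) or 0.0001% Triton X-100 was preincubated with compounds for 15 min at room temperature. Nitrocefin was then added from an 800 uM solution, and hydrolysis was followed at 480 nm.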
Shiga toxin inh – blocks Shiga toxin action in Vero cells. Vero cells, Shiga toxin protein synthesis inhibition reporter. inhibition, % at 38.7 µM. hit rate 9.2% among 290,000; in the data active = inhibition mostly above about 28%, no sharp cut-off; inactive = mostly below about 43%; note: 0% is about no effect
AMA1-RON2 inh – inhibitors of Plasmodium falciparum AMA1-RON2 interaction | Potency, µM (highest dose often 58.2 µM), without a hit: at the top dose activity change, negative = inhibition, usual class: inhibitors | hit rate 0.2% among 360,000 | AlphaScreen AMA1-biotinylated RON2 peptide binding;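 note: potency is the fitted concentration of half-maximal effect; 0% = vehicle wells and -100% = peptide control; nearly all actives have a fitted effect of over 45% in size; some results filed as inactive show a strong effect at the top dose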
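AMA1 (3D7) with his tag at 25 nM final met compounds first, then biotinylated RON2 peptide at 25 nM; detection used donor plus acceptor beads, 10 µg/mL apiece, read by AlphaScreen after 30 min at room temperature.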
CHX counter – counter-screen hit for Shiga toxin inhibitors, cycloheximide; cell reporter, cycloheximide protein synthesis inhibition counterscreen; max response, %; hit rate 12% among 300,000; in the data active = max response mostly above about 13%, no sharp cut-off; inactive = mostly below about 14%; note: read at 38.3 µM for the half of the compounds with a filed dose; 0% is about no effect
FBPA Giardia inh – Giardia lamblia aldolase inhibition. purified Giardia FBPA. Potency, µM (series often up to 59.6 µM), inactives show at the top dose activity, negative = inhibition, actives largely listed as inhibitors. A8B2U2. hit rate 0.71% among 290,000. AID 2451; note: potency is the fitted concentration of half-maximal effect; % is set by controls: 0 for no effect and ±100 for the full control effect; nearly all actives have a fitted effect of over 55% in size
Target sequence (A8B2U2 whole entry, looked up): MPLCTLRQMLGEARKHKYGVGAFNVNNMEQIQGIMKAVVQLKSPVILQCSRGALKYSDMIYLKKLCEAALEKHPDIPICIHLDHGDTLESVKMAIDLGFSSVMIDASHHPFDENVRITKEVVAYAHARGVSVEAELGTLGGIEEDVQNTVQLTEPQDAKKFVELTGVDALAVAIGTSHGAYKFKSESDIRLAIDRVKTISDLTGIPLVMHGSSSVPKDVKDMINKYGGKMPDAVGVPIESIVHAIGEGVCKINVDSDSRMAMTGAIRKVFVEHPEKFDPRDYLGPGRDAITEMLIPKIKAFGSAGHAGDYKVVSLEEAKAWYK
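40 nM FBPA preincubated 10 min at RT with compound (up to 57.5 uM final), then substrate plus GAPDH/TPI/NAD/arsenate coupling and diaphorase/resazurin added. Fluorescence read after 20 min at RT, 525/598 nm.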
* marks the source's active call; other numbers are inactive results; ? = inconclusive; . = not tested or not shown; & = joins results of further samples; [ ] = another dose, or the depositor's remark. Unless noted, calls come from the whole dose curve; as a rule, active = well fitted curve in the direction sought with a large enough effect; inconclusive = small, poorly fitted or top-dose-only effect, or another doubt; inactive = no such curve, though single readings can be large; an effect the other way counts as inactive or inconclusive.

structure	AmpC inh no detg	HCMV inh	AmpC inh detg	Shiga toxin inh	AMA1-RON2 inh	CHX counter	FBPA Giardia inh
COC(=O)CCC(=O)OC1(C)C(=O)C=C2C=C(C3CC3)N(Cc3ccc4c(c3)OCO4)C=C2C1=O (stereo not given)	78%[activator]	5	-6%	-5	-25%	-1	?
CC(C)n1c(=S)[nH]c2cc(C(F)(F)F)ccc21	-23%	-38	4%	5	95%[activator]	13	5%
C[C@]12CCC3c4ccc(OCC(=O)O)cc4CCC3C1CCC2=O (stereo not given in full)	-29%	21	3%	-9	-3%	-4	7%
FC(F)(F)c1cc(-c2ccccc2)nc(NCc2cccnc2)n1	27%	41	0%	-14	0%	-3	1%
Cc1ncoc1C(=O)N1CCc2c([nH]c3ccccc23)C1C1CCCCC1 (stereo not given)	41%	8	-4%	72*	-5%	52*	-1%
COc1ccc(NC(=O)NCc2ccc3c(c2)OCO3)cc1	-5%	?	2%	7	14%	2	4%
O=C(NCCCn1ccnc1)Nc1cccc2ccccc12	-19%	11	?	-7	-2%	-3	-3%
Cc1cc(OCC(O)CN)ccc1Cl (stereo not given)	26%	-8	3%	-13	13%	-2	-2%
CCSc1nnc(NC(=O)c2c(C)noc2C)s1	-10%	.	-4%	18	-1%	16*	-25%
C/C(=N\NC(=O)CC(C)C)c1ccc(N2CCCCC2)cc1	-16%	86	-15%	71*	2%	26*	4%
CC1CCCCC1NS(=O)(=O)c1ccc(S(=O)(=O)N2CCCC2)cc1 (stereo not given)	54%	10	?	-13	-2%	2	-1%
CC(=O)c1c(O)c(C)c(O)c2c1OC1=CC(=O)C(C(C)=O)C(=O)[C@@]12C (stereo not given in full)	-26%	10	5%	-13	0%	1	5%&12%
CCC(C)NS(=O)(=O)c1cc2c3c(c1)CCC(=O)N3CCC2 (stereo not given)	-5%	-31	-9%	-7	8%	-2	5%
CCCCCCc1cc2cc(C(=O)NCc3ccccc3)c(=N)oc2cc1O	-23%	-69*	?	19	-5%	-1	-11%
CCNc1nc(NC(C)C)nc(NC(C)(C)C)n1	-14%	-32	-6%	3	-5%	9	3%
CCOc1ccccc1C(=O)OCC(=O)Nc1ccc(OC(F)F)cc1	-15%	6	-6%	42	16%	17*	-6%
COc1ccc(-c2c(C)oc3c(CN4CCN(C)CC4)c(O)ccc3c2=O)cc1	-39%	-63*	-11%	-4	2%	-2	8%
COc1ccc(C2NCCc3[nH]cnc32)cc1 (stereo not given)	-16%	-34	9%	-7	-10%	2	-7%
CC(=O)NC(CC(C)C)C(=O)NC(=O)NCc1ccccc1 (stereo not given)	-11%	-12	?	18	0%	8	4%
CC(=O)Cn1nnc2sc3c(c2c1=O)CCC(C(C)(C)C)C3 (stereo not given)	139%[activator]	45	-9%	88*	1%	66*	-2%
CC1CCN(C(=O)C2CC(c3ccc(F)cc3)=NO2)CC1 (stereo not given)	-4%	-7	-6%	98*	4%	36*	4%
COc1ccccc1CC(=O)Nc1ccccc1O	-14%	-12	-2%	21	3%	-3	1%
Cn1nnc(NC(=O)CSc2nnnn2-c2ccc(F)cc2)n1	-14%	0	-11%	-7	?	-1	10%
CCCN1CCN(CCCNC(=O)C2CCCN(c3nnc(-n4cccc4)s3)C2)CC1 (stereo not given)	4%	2	-14%	-15	2%	-4	3%
Cc1c(CN2CCCC(C(=O)c3cccc(Cl)c3)C2)c(=O)n(-c2ccccc2)n1C (stereo not given)	-1%	-27	-3%	-7	-26%	-3	0%
CCCC(=O)Nc1ccc(Sc2ccc([N+](=O)[O-])cc2)cc1	?	-75*	0%	-4	-12%	-1	-8%
COc1ccccc1-c1nnc(NC(=O)c2ccc(S(=O)(=O)N(C)CC3CCCO3)cc2)o1 (stereo not given)	-5%	11	4%	-9	57%[activator]	-6	22%
O=C(Nc1ccc([N+](=O)[O-])cc1)C1CC12CCC2 (stereo not given)	-38%	-27	-7%	76*	-3%	22*	1%
CC1(C)C2CCC1(C(=O)O)c1nc3ccccc3nc12 (stereo not given)	-19%	?	?	-10	-3%	-7	2%
CO/N=C/C(=N\Nc1ccc(OC)cc1)C(=O)c1ccc(F)cc1	-19%	-35	?	-7	-2%	10	-4%
Cc1nc2nc[nH]n2c(=O)c1NC(=O)c1cccc(OCC(C)C)c1	-20%	-10	-12%	-2	-5%	-6	-4%
CCn1c(SCC(=O)Nc2ccccc2C)nnc1-c1ccccc1O	-16%	-10	-1%	-16	14%	-2	-14%
Cc1cc(NCCO)c2ccccc2n1	-21%	19	2%	21	-7%	-4	-1%
O=C(CSc1nnc(Cn2nnc3ccccc32)o1)Nc1cccc(Cl)c1	-36%	36	-2%	-7	11%	-3	0%
COc1ccc(OC)c(NC(=O)CSc2ccc3ccccc3c2)c1	-28%	21	1%	-13	-13%	-2	-7%
O=C(NCCN1C(=O)S/C(=C\c2cccs2)C1=O)c1ccc(=O)[nH]c1	-35%	.	-3%	9	.	-2	-3%
CC(=O)c1cccc(NC(=O)N2C[C@H]3C[C@@H](C2)c2cccc(=O)n2C3)c1	0%	-1	-11%	-7	8%	-1	5%
Cc1ccccc1N1C(=O)C2ON(c3ccccc3)C(c3ccco3)C2C1=O (stereo not given)	-3%	1	1%	-2	0%	-1	-13%
CCC(=O)Nc1cc(C(=O)OC(C(=O)c2ccc(C)c(C)c2)c2ccccc2)ccc1C (stereo not given)	50%	-2	1%	-18	26%	3	2%
COC(=O)CCC/C=C1/SCC(NC(=O)c2ccccc2)/C1=N/O (stereo not given)	-32%	-38	6%	12	-13%	-1	1%
Cc1ccccc1Nc1nnc(SCC(=O)NCC2CCCO2)s1 (stereo not given)	-10%	-35	.	.	16%	.	.
O=c1c2ccccc2nc2c3ccccc3c(NCCN3CCOCC3)nn12	23%	-33	?	14	.	7	-8%
O=C(Nc1ccccc1)C1=C[C@@H](c2ccccc2)C[C@@H](OCc2ccc(CO)cc2)O1	-30%	54	9%	81*	10%	57*	-1%
CCOC(=O)c1ccc(COC(=O)c2cc3ccccc3oc2=O)o1	-7%	3	?	40	-3%	28*	0%
CCc1ccc(C(=O)NNC(=O)OC)cc1	-19%	-1	-15%	26	11%	3	4%
S=C(NCCc1ccccc1)Nc1ccccc1N1CCOCC1	3%	-21	-8%	-3	-26%	27	2%
CC1CCC2(CC1)N=C(N)Nc1nc3ccccc3n12 (stereo not given)	-32%	-23	-3%	4	4%	-3	.
Cc1cc(N)nc(SCC(=O)N2C(C)CCCC2C)n1 (stereo not given)	-12%	-32	1%	21	0%	-2	-27%
COc1ccc(CNCc2cccc(Oc3ccccc3)c2)cc1	19%	-27	-2%	3	-2%	2	15%
C[C@H]([C@H](O)c1ccccc1)N(C)C(=O)CN	17%	1	?	-4	45%[activator]	-1	7%
Cc1nn2c(-c3ccco3)nnc2c2ccccc12	.	146	-10%	-7	4%	3	11%
CCCn1c(SCC(=O)Nc2cc(S(=O)(=O)N3CCOCC3)ccc2Cl)n[nH]c1=O	-1%	-23	-1%	2	1%	4	-3%
COc1ccccc1CC(=O)Nc1ccc(S(=O)(=O)N2CC(C)CC(C)C2)cc1 (stereo not given)	-19%	?	-6%	.	-1%	.	.
Cn1c(CSc2nc3ccccc3s2)n[nH]c1=S	-11%	-7	2%	18	59%[activator]	15*	8%
Cc1cccc(Nc2n[nH]c(=S)s2)c1C	-35%	-21	?	-10	31%[activator]	-3	-14%
COc1ccc(CNC(=O)c2ccc(Cn3cc(Br)cn3)o2)cc1	-6%	22	1%	-11	0%	-1	.
Cc1ccc(C(=O)ONC(=O)c2ccc(Cl)cc2)cc1[N+](=O)[O-]	-21%	51	-2%	34*	0%	21*	4%
O=[N+]([O-])c1cc(Cl)c(O)c(-[n+]2c(-c3ccccc3)cc(-c3ccccc3)cc2-c2ccccc2)c1	96%[activator]	-75*	?	-2	-13%	2	-3%
Cc1nc(N2CCCCC2)sc1C=O	-20%	-69*	3%	18	.	-2	3%
COc1ccc(N2CCN(CC(=O)N3CCC(C)CC3)CC2)cc1	4%	11	-14%	-14	6%	-8	0%

Further results
structure	AmpC inh no detg	HCMV inh	AmpC inh detg	Shiga toxin inh	AMA1-RON2 inh	CHX counter	FBPA Giardia inh
CCOC(=O)C1CCCN(CC(O)COCc2ccccc2OC)C1 (stereo not given)	4%	8	-9%	12	10%	-7	-8%
CN1CCC(=O)N(CCN=[N+]=[N-])CC1	-23%	28	?	-8	5%	2	-2%
CCn1c2ccccc2c2c3ncc4cccn4c3ccc21	-31%	192	0%	28	72%[activator]	16*	-8%
Cc1cc(NC(=O)c2ccco2)ccc1-n1cnnn1	-19%	15	2%	113*	-6%	46*	.
Cc1ccc(C(=O)OCC(=O)NCc2cccs2)s1	-10%	-6	-16%	.	3%	.	.
CCN1C(=O)/C(=C/c2nc3ccccc3c(=O)n2-c2ccc(C)cc2)c2ccccc21	-10%	-78*	-12%	10	-22%	16	1%
Cc1ccc(NC(=O)Cn2nc(C)c(S(=O)(=O)N(C)C)c2C)cc1C	-10%	4	-8%	6	11%	-3	0%
COc1ccccc1NS(=O)(=O)c1ccc2c(c1)N(C(C)=O)CC(C)S2 (stereo not given)	53%	?	-13%	18	2%	-2	2%
Cc1cc(C(=O)OCc2nnc(-c3ccccc3)o2)c(C)n1-c1ccccc1	-3%	-3	?	154	-9%	2	-9%
O=C(Cc1nc(-c2ccc(Br)s2)cs1)NCCN1CCOCC1	57%	8	-2%	9	-8%	2	-10%
CC(=O)Nc1ccc(S(=O)(=O)Nc2ccc3c(c2)n(C)c(=O)n3C)c(C)c1	0%	22&-1	0%&4%	-3	12%	-8	-28%
COc1ccccc1-c1c(C)nn2c(N)c(-c3ccccc3)cnc12	-14%	-82*	1%	67*	59%[activator]	39*	0%
COc1cccc(C(=O)COc2ccc(NC(=O)c3cccs3)cc2)c1	-29%	-33	-9%	20	-12%	19*	.

Part of the list above, with two lines to a compound.
Values run as follows: AmpC inh no detg, HCMV inh, AmpC inh detg, Shiga toxin inh, AMA1-RON2 inh, CHX counter, FBPA Giardia inh
COc1ccccc1CC(=O)Nc1ccccc1O
    -14%, -12, -2%, 21, 3%, -3, 1%
Cn1nnc(NC(=O)CSc2nnnn2-c2ccc(F)cc2)n1
    -14%, 0, -11%, -7, ?, -1, 10%
CCCN1CCN(CCCNC(=O)C2CCCN(c3nnc(-n4cccc4)s3)C2)CC1 (stereo not given)
    4%, 2, -14%, -15, 2%, -4, 3%
Cc1c(CN2CCCC(C(=O)c3cccc(Cl)c3)C2)c(=O)n(-c2ccccc2)n1C (stereo not given)
    -1%, -27, -3%, -7, -26%, -3, 0%
